AMA1 RON2 block: AMA1-RON2 (P. falciparum) interaction inhibition | AlphaScreen AMA1-biotinylated RON2 peptide binding | Potency, µM (highest dose often 58.2 µM), for the others: top-dose activity change, negative = inhibition, usual class: inhibitors | actives 0.2% (n = 360,000) | AID 720542;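 further: potency means the concentration at half of the fitted maximal effect; 0% = vehicle wells and -100% = peptide control; nearly all actives have a fitted effect of over 45% in size; some results filed as inactive show a strong effect at the top dose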
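AMA1 (3D7) with his tag at 25 nM final met compounds first, then biotinylated RON2 peptide at 25 nM; detection used donor plus acceptor beads, 10 µg/mL apiece, read by AlphaScreen after 30 min at room temperature.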
Pf growth 96h: P. falciparum growth inhibition at 96 hour, primary screen for plastid delayed-death inhibitors; P. falciparum luciferase reporter growth, 96 h; Potency, µM (doses to about 28.7 µM), inactives show at the top dose activity change, negative = inhibition, actives largely listed as inhibitors; actives 6.9% (n = 320,000); AID 504834; further: potency means the concentration at half of the fitted maximal effect; on the % scale 0 is the no-effect control and ±100 the full control effect
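P. falciparum expressing integrated firefly luciferase, in erythrocytes at 2% hematocrit, 0.05% parasitemia, incubated with compounds 96 h at 37 C, 5% CO2. Growth inhibition read as loss of luminescence; two-generation exposure targets delayed-death apicoplast inhibitors.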
Pf growth 48h: inhibits P. falciparum growth in the first generation, 48 h. P. falciparum luciferase growth in erythrocytes, 48 h. Potency, µM (highest dose often 28.7 µM), without a hit: at the top dose activity change, negative = inhibition, hits mostly inhibitors. actives 5.9% (n = 310,000). AID 504832; further: potency means the concentration at half of the fitted maximal effect; on the % scale 0 is the no-effect control and ±100 the full control effect
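Luciferase-expressing P. falciparum in infected erythrocytes (2% hematocrit, 0.1% parasitemia final) in RPMI 1640/0.5% Albumax were exposed to compound for 48 hours at 37 C, 5% CO2; growth read as luminescence.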
Tb PYK inh: inhibitors of Trypanosoma brucei pyruvate kinase. Potency, µM (highest dose often 76.8 µM), without a hit: top-dose activity, negative = inhibition, actives largely listed as inhibitors. actives 0.12% (n = 410,000). TbPYK enzyme, Kinase-Glo Plus ATP luminescence, 45 min; further: potency means the concentration at half of the fitted maximal effect; on the % scale 0 is the no-effect control and ±100 the full control effect; nearly all actives have a fitted effect of over 50% in size
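T. brucei PYK with substrate was exposed to pin-transferred compounds across a concentration series, then started with 130 uM ADP (final). After 45 min at room temperature, Kinase-Glo Plus luminescence was read, normalized and curve-fitted.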
Shiga toxin inh: inhibitors of Shiga toxin in Vero cells | Vero cells, Shiga toxin protein synthesis inhibition reporter | inhibition, % at 38.7 µM | actives 9.2% (n = 290,000) | AID 2315; in the data active means inhibition mostly above about 28%, no sharp cut-off; inactive means mostly below about 43%; further: 0% is about no effect
Cycloheximide cs: counter-screen hit for Shiga toxin inhibitors, cycloheximide; cell reporter, cycloheximide protein synthesis inhibition counterscreen; actives 12% (n = 300,000); max response, %; in the data active means max response mostly above about 13%, no sharp cut-off; inactive means mostly below about 14%; further: read at 38.3 µM for the half of the compounds with a filed dose; 0% is about no effect
LmPK inhibitor: blocks Leishmania mexicana pyruvate kinase activity; purified LmPK, Kinase-Glo ATP luminescence, 1 h; Potency, µM (highest dose often 57.5 µM), without a hit: top-dose activity change, negative = inhibition, actives largely listed as inhibitors; actives 0.37% (n = 290,000); AID 1721; further: potency means the concentration at half of the fitted maximal effect; on the % scale 0 is the no-effect control and ±100 the full control effect
Target sequence (Q27686 whole entry, looked up): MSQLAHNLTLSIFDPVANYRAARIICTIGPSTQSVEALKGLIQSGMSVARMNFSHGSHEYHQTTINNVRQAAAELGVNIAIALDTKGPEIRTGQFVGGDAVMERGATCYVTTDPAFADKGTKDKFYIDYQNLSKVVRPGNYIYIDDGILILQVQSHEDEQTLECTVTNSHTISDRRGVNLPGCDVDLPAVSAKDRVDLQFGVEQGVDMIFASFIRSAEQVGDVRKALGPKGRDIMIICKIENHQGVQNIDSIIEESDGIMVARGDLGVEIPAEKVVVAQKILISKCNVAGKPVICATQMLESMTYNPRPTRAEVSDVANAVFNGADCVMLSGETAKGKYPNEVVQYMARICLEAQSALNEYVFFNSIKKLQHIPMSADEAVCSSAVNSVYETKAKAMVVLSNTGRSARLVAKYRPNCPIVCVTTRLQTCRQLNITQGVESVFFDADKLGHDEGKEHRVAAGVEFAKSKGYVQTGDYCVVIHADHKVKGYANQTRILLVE
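Screened at intermediate enzyme activity to detect both inhibitors and activators: LmPK at 0.1 nM, with a 0.5 nM enzyme column as activation reference. PEP 0.5 mM, ADP 0.1 mM; ATP detected by luminescence after 1 h.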
* = called active by the depositor; ? = inconclusive; nt = no result given; & = joins results of further samples; [ ] = dose if it differs, or a comment. Unless noted, the call rests on the fitted dose curve; in most records, active means well fitted curve in the direction sought with a large enough effect; inconclusive means small, poorly fitted or top-dose-only effect, or another doubt; inactive means no such curve, though single readings can be large; an effect the other way counts as inactive or inconclusive.

Start of the data: the first 2 records (preview)
Structure | AMA1 RON2 block | Pf growth 96h | Pf growth 48h | Tb PYK inh | Shiga toxin inh | Cycloheximide cs | LmPK inhibitor
CCOc1cccc(OCCCCn2ccnc2)c1 | -11% | -9% | 12µM* | -3% | 3 | -1 | -8%
O=C(CN1CCOCC1)NCCNS(=O)(=O)c1ccccc1 | -8% | 5% | -14% | 9% | 15 | 0 | 0%

Results, from the first entry:
Structure | AMA1 RON2 block | Pf growth 96h | Pf growth 48h | Tb PYK inh | Shiga toxin inh | Cycloheximide cs | LmPK inhibitor
CCOc1cccc(OCCCCn2ccnc2)c1 | -11% | -9% | 12µM* | -3% | 3 | -1 | -8%
O=C(CN1CCOCC1)NCCNS(=O)(=O)c1ccccc1 | -8% | 5% | -14% | 9% | 15 | 0 | 0%
N#CC1=C2SC=C(c3ccc(Br)cc3)N2CCCC1=O | 17% | 244%[activator] | 155%[activator] | 10% | 118* | 44* | -7%
COC(=O)C1C(C(=O)OC)C1(c1ccccc1)c1ccccc1 (centres undefined) | -2% | 9% | -8% | -4% | 9 | 0 | -1%
OCCN(CCCn1c(C(F)(F)F)nc2ccccc21)c1nc(CN2CCCCC2)cs1 | 14% | -10% | -29% | -1% | 2 | 0 | -5%
c1ccc(Oc2ccc(-c3ccnc4nc(N5CCOCC5)nn34)cc2)cc1 | 14% | 2% | ? | -2% | 18 | -2 | 0%
Oc1ccc(Cl)cc1-c1cc(-c2ccccc2Cl)[nH]n1 | 76%[activator] | 5% | 9.3µM* | 2% | 52* | 23* | 2%
Cc1ccc(N(O)C(=O)NCCCCNC(=O)N(O)c2ccc(C)cc2)cc1 | -14% | 24% | ? | -1% | 52* | 36* | -9%
Cc1ccc(Sc2c(C#N)c(-c3ccccc3)nn2C)cc1 | 50%[activator] | ? | 8% | 0% | -6 | -5 | 0%
Cc1csc(NC(=O)CSc2nnc(-c3cccnc3)o2)n1 | 114%[activator] | -16% | 6% | -4% | -20 | -7 | -9%
CCC1C(=O)N=C(SCC(=O)Nc2ccc(C(=O)OC)cc2)NC1=O (centres undefined) | -2% | -1% | 3% | 11% | 8 | -2 | -5%
Cn1ccc(C(=O)OCC(=O)Nc2ccccc2Cl)n1 | 8% | ? | 29% | 3% | 26 | -2 | -2%
CN1C(=O)c2ccc(C(=O)NCc3ccccc3)cc2C1=O | 1% | nt | -19% | 0% | 3 | -3 | -5%
COC(=O)c1sc(NC(=O)/C=C/c2ccc(C)o2)nc1C | 8% | 84%[activator] | 153%[activator] | 43%[activator] | 56* | 33* | -2%
CCOC(=O)c1cn2nc(Oc3ccc(OC)cc3)ccc2n1 | -8% | 23% | 2% | 1% | 27 | 9 | 5%
COC(=O)CNC(=O)C(CCSC)NC(C)=O (centres undefined) | -3% | ? | 22% | -5% | -4 | -3 | 1%
CN(C)CCCn1c(SCC(=O)Nc2sc3c(c2C#N)CCCC3)nnc1-c1ccncc1 | -13% | ? | nt | 32%[activator] | -14 | -5 | -9%
COc1ccc(OCCOc2cccc(C=C3C(=O)NC(=O)NC3=O)c2)cc1 | nt | 20% | 321%[activator] | nt | 33* | 33* | -2%
COc1ccc(-c2nc(NC(=O)c3n[nH]c(=O)c4ccccc34)sc2C)cc1 | 35%[activator] | -28% | 7% | 2% | 2 | -3 | -1%
Cc1cccc(NC(=O)NC2CCCCCCC2)c1 | -6% | 43%[activator] | 60%[activator] | 6% | 93* | 41* | 0%
O=C1C2C3C=CC(CC3)C2C(=O)N1/N=C/c1ccc(O)c(O)c1 (centres undefined) | -4% | 255%[activator] | -4% | -18% | -8 | 10 | 0%
CCOC(=O)CSc1nnc(-c2ccccc2)c(-c2ccccc2)n1 | 4% | 17% | -12% | 0% | -3 | -4 | 10%
Cn1cc(C(F)(F)F)nc1-c1ccc(OCC(O)CNCCOc2ccc(O)c(C(N)=O)c2)cc1 (centres undefined) | -4% | ? | 9.3µM* | -14% | -8 | -4 | -1%
Cc1ccc(OCC(O)CN2CCOCC2)cc1C (centres undefined) | -15% | 221%[activator] | 9% | -4% | 4 | -1 | 0%
Cc1cc(-c2ccc(C)c(S(=O)(=O)NCc3cccc(Br)c3)c2)on1 | 1% | 74%[activator] | ? | -2%&-4% | -2 | 16 | 5%
N#Cc1ccc(OCC(=O)OCCCOC(=O)COc2ccc(C#N)cc2)cc1 | 0% | ? | 13% | -10% | 1 | 4 | -2%
Cc1ccc2nc(Cc3ccc(N)cc3)[nH]c2c1 | ? | 99%[activator] | 30%[activator] | -6% | 75* | 20* | 1%
OCC1(CC2CCCCO2)CCN(Cc2ccccc2-c2ccco2)CC1 (centres undefined) | 4% | ? | ? | 6% | -5 | -2 | 12%
CCN(CC)C(=O)c1ccc(NC(=O)c2cccc(S(=O)(=O)N3CCN(Cc4ccccc4)CC3)c2)cc1 | -16% | 12µM* | 10µM* | -2% | nt | nt | nt
CCCCCOc1ccc(C(=O)Nc2ccc(N3CCOCC3)cc2N2CCOCC2)cc1 | -5% | ? | ? | 3% | nt | nt | nt
Cc1ccc(NC(=O)N2CCc3ccccc3C2)cc1 | -5% | 206%[activator] | nt | 4% | 58* | 48* | 1%
CC(C)c1cc(CNC(=O)C2CCC(=O)N(Cc3ccccc3F)C2)on1 (centres undefined) | -3% | ? | 15% | -7% | -7 | 8 | -3%
CCOc1ccc(/C=N/NC(=O)c2cc3c(OC)cccc3[nH]2)cc1 | -12% | ? | ? | -1% | -5 | -2 | -3%
CC12CC3(C)CC(C)(C1)CC(C(=O)NC(=S)N1CCOCC1)(C2)C3 | 39%[activator] | -6% | ? | 2% | 1 | -2 | -1%
O=C(NNC(=S)NCc1ccccc1)c1ccccc1OC(F)F | 29% | -20% | -4% | -5% | 16 | 5 | -2%
O=c1[nH]c(=S)n(-c2ccccc2)c(O)c1C=NCCN1CCNCC1 | 65%[activator] | 29% | 22% | 1% | -6 | -2 | 0%
COc1cc([N+](=O)[O-])cc(/C=N/NC(=O)C(C)Nc2cccc3ccccc23)c1O (centres undefined) | 13% | 36%[activator] | ? | -6% | -15 | -2 | 1%
Cc1ccc2nc(NC(=O)C3CCCN(S(=O)(=O)c4cccnc4)C3)sc2c1 (centres undefined) | -1% | 8% | 13µM* | -4% | -24 | 1 | 6%
COc1ccc(N(C(=O)c2ccccc2)S(=O)(=O)c2cccs2)cc1 | 4% | 0% | -20% | -17% | 8 | 12 | -5%
NC(=NCCc1ccccc1)c1cccc([N+](=O)[O-])c1 | 2% | 0% | ? | -1% | 4 | -1 | -3%
c1ccc2c(c1)[nH]c1nc3nncn3nc12 | 6% | 43% | nt | 3% | -15 | -3 | 13%
O=C(NCCO)C(=O)NCC1CCCN1S(=O)(=O)c1cccs1 (centres undefined) | 5% | 9% | ? | -2% | nt | nt | nt

An excerpt of these results, with each value named.
smiles: O=C(NCCO)C(=O)NCC1CCCN1S(=O)(=O)c1cccs1 (centres undefined)
  AMA1 RON2 block: 5%
  Pf growth 96h: 9%
  Pf growth 48h: ?
  Tb PYK inh: -2%
  Shiga toxin inh: nt
  Cycloheximide cs: nt
  LmPK inhibitor: nt
smiles: Cc1ccc2nc(NC(=O)C3CCCN(S(=O)(=O)c4cccnc4)C3)sc2c1 (centres undefined)
  AMA1 RON2 block: -1%
  Pf growth 96h: 8%
  Pf growth 48h: 13µM*
  Tb PYK inh: -4%
  Shiga toxin inh: -24
  Cycloheximide cs: 1
  LmPK inhibitor: 6%
smiles: CCOc1ccc(/C=N/NC(=O)c2cc3c(OC)cccc3[nH]2)cc1
  AMA1 RON2 block: -12%
  Pf growth 96h: ?
  Pf growth 48h: ?
  Tb PYK inh: -1%
  Shiga toxin inh: -5
  Cycloheximide cs: -2
  LmPK inhibitor: -3%
smiles: Cc1ccc(NC(=O)N2CCc3ccccc3C2)cc1
  AMA1 RON2 block: -5%
  Pf growth 96h: 206%[activator]
  Pf growth 48h: nt
  Tb PYK inh: 4%
  Shiga toxin inh: 58*
  Cycloheximide cs: 48*
  LmPK inhibitor: 1%
